From PubChem
All columns: NCI-60 one-dose screen, growth in % after 48 h at 10 µM unless noted; 100 = growth as untreated, 0 = no growth, -100 = all killed.
UACC-62: UACC-62 melanoma; 81,000 compounds, 5.4% hits; AID 1794756
SK-MEL-2: SK-MEL-2 melanoma; 77,000 compounds, 4.7% hits
M14: M14 melanoma | AID 1794745 | 80,000 compounds, 6.2% hits
SK-MEL-5: SK-MEL-5 melanoma; 80,000 compounds, 6.4% hits; AID 1794755
SK-MEL-28: SK-MEL-28 melanoma; AID 1794761; 81,000 compounds, 4.1% hits
MDA-MB-435: MDA-MB-435 melanoma; 82,000 compounds, 7.8% hits; AID 1794794
A549/ATCC: A549/ATCC NSCLC; 81,000 compounds, 3.7% hits
UACC-257: UACC-257 melanoma; AID 1794764; 78,000 compounds, 4.4% hits
* = called active by the depositor; · = not tested or not shown; & = joins results of further samples. Rule for the calls: active = growth percent below 10; inactive = the rest.

A first look:
SMILES	UACC-62	SK-MEL-2	M14	SK-MEL-5	SK-MEL-28	MDA-MB-435	A549/ATCC	UACC-257
CC(C)N(CCC(C(N)=O)(c1ccccc1)c1ccccc1)C(C)C	99	113	104	101	100	101	92	106
CC(=O)OC1CN2CCC1CC2 (stereo unspecified)	116	104	105	101	110	108	101	104

The list itself, repeating the preview:
SMILES	UACC-62	SK-MEL-2	M14	SK-MEL-5	SK-MEL-28	MDA-MB-435	A549/ATCC	UACC-257
CC(C)N(CCC(C(N)=O)(c1ccccc1)c1ccccc1)C(C)C	99	113	104	101	100	101	92	106
CC(=O)OC1CN2CCC1CC2 (stereo unspecified)	116	104	105	101	110	108	101	104
Cc1cc(NC(=O)NCCOc2ccc(N3C(N)=NC(N)=NC3(C)C)cc2Cl)ccc1S(=O)(=O)F	22	51	32	23	52	19	9.6*	32
COC(=O)[C@H]1CN(C)[C@@H]2Cc3c[nH]c4cccc(c34)[C@]23C[C@H]13	105	108	98	104	106	103	99	104
S=c1nc2[se]c3c(c2c(Nc2ccc(Cl)cc2)[nH]1)CCCCC3	100	129	100	96	111	102	103	·
Cc1ccc(S(=O)(=O)n2cc(C=C3C(=O)N(C)C(=O)N(C)C3=O)c3ccccc32)cc1	82	100	86	82	102	93	99	91
O=C(OCCN1CCCCC1)C(O)(c1ccccc1)c1ccccc1	·	96	102	100	110	104	90	94
CCC1(Br)C(=O)NC(=O)NC1=O	98	104	98	105	110	105	103	108

Later entries:
SMILES	UACC-62	SK-MEL-2	M14	SK-MEL-5	SK-MEL-28	MDA-MB-435	A549/ATCC	UACC-257
O=C1NC(=O)C(Nc2ccccc2)C(=O)N1	103	127	111	109	113	103	99	100
Cc1ccc(-c2nc3ccc(Cl)cc3c(=O)n2-c2ccccn2)cc1	84	114	109	62	105	82	88	102
C/C(=N/OC(=O)N(C)C)c1cc(Cl)ccc1Cl	108	96	109	100	113	99	101	103
Cc1cc(C(C)(C)C)ccc1O	109	110	102	·	110	111	104	100
O=C(/C=C/c1ccc([N+](=O)[O-])cc1)c1nc2ccccc2n1Cc1ccc(Br)cc1	91	113	94	100	102	99	99	102
CN1C2CNC(=O)CC1C1CCC2C1 (stereo unspecified)	102	103	116	99	114	109	106	105
COc1cc2c(cc1OC)[C@@]13CCN4CC5=CCOC6CC(=O)N2C1[C@H]6[C@H]5C[C@H]43 (stereo partly specified)	100	125	108	103	117	94	98	100
CC(OC(=O)CCl)C(=O)O (stereo unspecified)	93	101	100	95	106	113	102	102

The listing continues.
SMILES	UACC-62	SK-MEL-2	M14	SK-MEL-5	SK-MEL-28	MDA-MB-435	A549/ATCC	UACC-257
O=C(NCCF)NCCCl	110	99	98	99	103	96	102	101
CCC1C(=O)NC(=O)N(c2ccccc2)C1=O (stereo unspecified)	97	108	106	104	127	109	106	109
CCC(C)P(=O)(N1CC1C)N1CC1C (stereo unspecified)	99	151	100	104	110	102	105	103
CCCCCCCNC(=O)CI	98	120	95	93	104	93	96	97
C[C@]12CC[C@H]3[C@@H](CCC4=CC(=O)CC[C@@H]43)[C@@H]1CC[C@@H]2OC(=O)N(CCCl)N=O	21	27	49	51	90	68	41	84
O=[N+]([O-])c1cc([N+](=O)[O-])c(Nn2c3ccccc3c3ccccc32)c([N+](=O)[O-])c1	-17*	-50*	1.9*	-76*	12	0.9*	5.0*	-23*
O=c1s[se]c2ccccc12	98	·	109	100	101	99	100	93
N#CC(C#N)=C(C#N)C#N	101	·	102	102	105	107	100	98

(continued)
SMILES	UACC-62	SK-MEL-2	M14	SK-MEL-5	SK-MEL-28	MDA-MB-435	A549/ATCC	UACC-257
O=c1cccc2n1C[C@H]1CNCC2C1	69	60	67	·	74	69	53	74
Cc1ccc2[nH]c(=S)n(-c3ccccc3)c(=O)c2c1	100	90	113	94	95	94	·	·
CCCCN(CCCC)CC(O)c1ccccc1I (stereo unspecified)	83	99	60	92	97	86	86	92
CNc1ccc(C(=O)CC(O)CCC(C)C2OC(=O)CC(O)CC(=O)CC(O)CC(O)CC(O)CC(O)CC3(O)CC(O)C(C(=O)OC)C(CC(O[C@@H]4O[C@H](C)[C@@H](O)[C@H](N)[C@@H]4O)/C=C/C=C/C=C/C=C/C=C/C=C/C=C/C2C)O3)cc1 (stereo partly specified)	3.0*	-8.6*	-48*	2.7*	-89*	-1.6*	-65*	-80*
CC(=O)N1N=C(c2ccc3c(c2)OCO3)CC1c1sc(N(CCCl)CCCl)nc1Cl (stereo unspecified)	79	92	107	89	101	104	86	90
COC1=CC(=O)O[C@@H](CCc2ccccc2)C1	108	93	110	106	114	107	107	119
CC1=C(C)C(=O)O[C@@H]([C@](C)(O)[C@]2(O)CC[C@@]3(O)[C@@H]4C[C@H]5O[C@]56CC=CC(=O)[C@]6(C)[C@H]4CC[C@]23C)C1	-5.3*	-25*	11	-16*	2.0*	3.1*	7.9*	6.1*
CC(c1cccc(Nc2ncnc3nc[nH]c23)c1)N(CCCl)CCCl (stereo unspecified)	84	100	92	102	103	100	92	114

Following part
SMILES	UACC-62	SK-MEL-2	M14	SK-MEL-5	SK-MEL-28	MDA-MB-435	A549/ATCC	UACC-257
CCN(CC)C(=S)Cl	102	108	113	102	125	109	102	103
CCOCCOC(=O)CCOCCN1CC1	112	122	104	102	113	103	94	106
NC(=O)NNc1ccc([N+](=O)[O-])cc1[N+](=O)[O-]	108	96	111	103	107	105	·	·
C/C(=C\c1ccn(-c2ccccc2N)n1)[C@@H]1C[C@@H]2O[C@]2(C)CCC[C@H](C)[C@H](O)[C@@H](C)C(=O)C(C)(C)[C@@H](O)CC(=O)O1	20	33	2.5*	12	59	-47*	25	62
OB(O)c1ccc(Cl)cc1	94	109	101	110	116	101	101	·
N[C@@H](Cc1ccc(N(CCCl)CCCl)cc1)C(=O)O	75	113	99	98	94	98	70	84
CNC(=O)Oc1cccc2cccnc12	129	56	92	104	107	93	102	92
C/C(CC(C)(C)N1CC1)=N\NC(=O)NC1CCCCC1	111	105	104	106	120	102	93	104

(continued)
SMILES	UACC-62	SK-MEL-2	M14	SK-MEL-5	SK-MEL-28	MDA-MB-435	A549/ATCC	UACC-257
CCCCCCCCCCCCCCCCCCOC(=O)CCN1CC1	107	106	101	102	114	108	100	106
CCC(C)N1CCN(c2ccccc2OC)CC1 (stereo unspecified)	96	113	91	101	99	98	100	105
CCSCCC(N)C(=O)O (stereo unspecified)	99	115	·	72	121	100	102	99
O=C(O)CNC(=O)CF	96	100	97	105	128	100	95	112
C1CCC(NCC2CCCO2)CC1 (stereo unspecified)	104	112	110	103	114	97	97	96
O=[N+]([O-])c1c(F)cc(F)c([N+](=O)[O-])c1F	110	117	108	105	94	115	107	114
CC(C)=CCC/C(C)=C/C=N\N=C(/N)N[N+](=O)[O-]	96	93	102	99	114	94	97	107
C[C@@H]1[C@H](c2ccccc2)OCN1C	·	110	110	106	124	102	99	97

No new results follow: entries from further up.
SMILES	UACC-62	SK-MEL-2	M14	SK-MEL-5	SK-MEL-28	MDA-MB-435	A549/ATCC	UACC-257
NC(=O)NNc1ccc([N+](=O)[O-])cc1[N+](=O)[O-]	108	96	111	103	107	105	·	·
C/C(=C\c1ccn(-c2ccccc2N)n1)[C@@H]1C[C@@H]2O[C@]2(C)CCC[C@H](C)[C@H](O)[C@@H](C)C(=O)C(C)(C)[C@@H](O)CC(=O)O1	20	33	2.5*	12	59	-47*	25	62
OB(O)c1ccc(Cl)cc1	94	109	101	110	116	101	101	·
N[C@@H](Cc1ccc(N(CCCl)CCCl)cc1)C(=O)O	75	113	99	98	94	98	70	84
CNC(=O)Oc1cccc2cccnc12	129	56	92	104	107	93	102	92
C/C(CC(C)(C)N1CC1)=N\NC(=O)NC1CCCCC1	111	105	104	106	120	102	93	104
CCCCCCCCCCCCCCCCCCOC(=O)CCN1CC1	107	106	101	102	114	108	100	106
CCC(C)N1CCN(c2ccccc2OC)CC1 (stereo unspecified)	96	113	91	101	99	98	100	105
CCSCCC(N)C(=O)O (stereo unspecified)	99	115	·	72	121	100	102	99
O=C(O)CNC(=O)CF	96	100	97	105	128	100	95	112
C1CCC(NCC2CCCO2)CC1 (stereo unspecified)	104	112	110	103	114	97	97	96
O=[N+]([O-])c1c(F)cc(F)c([N+](=O)[O-])c1F	110	117	108	105	94	115	107	114
CC(C)=CCC/C(C)=C/C=N\N=C(/N)N[N+](=O)[O-]	96	93	102	99	114	94	97	107
C[C@@H]1[C@H](c2ccccc2)OCN1C	·	110	110	106	124	102	99	97

Following part
SMILES	UACC-62	SK-MEL-2	M14	SK-MEL-5	SK-MEL-28	MDA-MB-435	A549/ATCC	UACC-257
COP(N)(=S)Oc1cc(Cl)c(Cl)cc1Cl (stereo unspecified)	101	·	106	102	111	107	97	114
O=C1OCC2=C1C(c1ccccc1)c1cc3c(cc1N2)OCO3 (stereo unspecified)	31	16	10	-40*	64	-25*	13	35
COc1cc2c(cc1OC)C13CC[N+]4([O-])CC5=CCOC6CC(=O)N2C1C6C5CC34 (stereo unspecified)	97	88	106	103	126	103	99	109
CN(CCO)CCc1ccccc1	103	102	98	110	100	101	99	105
CC(C)(C)c1ccc(OP(=O)(Oc2ccccc2)Oc2ccccc2)cc1	79	93	95	97	98	94	99	102
CC(Cc1ccccc1)N(C)C (stereo unspecified)	·	101	101	101	103	104	98	·
O=C1CC(O)CO1 (stereo unspecified)	97	107	99	106	108	114	100	99
O=[N+]([O-])c1ccc2c(c1)Cc1cc(N(CCCl)CCCl)ccc1-2	85	106	106	89	101	99	80	·

(further entries)
SMILES	UACC-62	SK-MEL-2	M14	SK-MEL-5	SK-MEL-28	MDA-MB-435	A549/ATCC	UACC-257
CC(=O)Nc1nc2c(s1)C1=CC[C@H]3[C@@H]4CC[C@H](OC(C)=O)[C@@]4(C)CC[C@@H]3[C@@]1(C)CC2	49	50	40	37	55	4.5*	54	79
CNC(=O)Oc1cccc(N=CN(C)C)c1	96	87	107	97	110	100	103	97
C/C1=C/C(=O)O[C@@H]2C[C@@H](CC[C@H](C)/C=C\C=C\CC1)O[C@@](O)([C@@H]1CSC(=O)N1CO)C2	29	·	34	29	-32*	32	20	14
COC(=O)CCc1c[nH]c2ccc(N(CCCl)CCCl)cc12	49	121	45	52	91	74	44	86
CCN(CC)CCOC(=O)C(OCCOc1ccccc1)(c1ccccc1)c1ccccc1	92	96	84	75	98	89	81	·
CCOP(=O)(OCC)/C(C#N)=C/c1ccc(OC)cc1	102	114	103	100	102	106	99	107
C=CCCC1(C(C)C)C(=O)NC(=S)NC1=O	98	97	120	97	106	101	98	103
O=C(OC1CCCCC1)c1ccccc1C(=O)OC1CCCCC1	77&72	98&112	105&102	81&91	94&118	124&88	88&90	95&98

(list continues)
SMILES	UACC-62	SK-MEL-2	M14	SK-MEL-5	SK-MEL-28	MDA-MB-435	A549/ATCC	UACC-257
CC(C)(C)c1ccc(C(C)(C)OO)cc1	100	·	107	115	119	116	104	113
CCCCC1C(=O)NC(=O)NC1=O	95	119	100	103	105	108	99	103
CC[C@H]1C2CC3[C@@H]4N(C)c5ccccc5[C@]45C[C@@H](C2C5O)N3[C@@H]1O (stereo partly specified)	107	109	96	91	102	103	103	96
CC1(C)N=C(N)N=C(N)N1c1ccc(OCCNS(=O)(=O)c2cccc(S(=O)(=O)F)c2)c(Cl)c1	90	94	112	97	107	96	98	90
CCCCN(N=O)C(=O)OCC	102	126	112	96	103	92	102	92
CN(CCCl)CC1OC(c2ccccc2)OC2C1OC1OC(C)(C)OC12 (stereo unspecified)	94	111	97	98	114	109	97	95
COc1cc([C@@H]2c3cc4c(c(O)c3C[C@H]3COC(=O)[C@@H]32)OCO4)cc(OC)c1OC	64	-25*	-66*	-43*	54	-20*	25	57
COC(=O)c1ccc(-n2cc(CCCN(CCNc3ccnc4cc(Cl)ccc34)C(=O)CCC(=O)O[C@@H]3O[C@@H]4OC5(C)CC[C@H]6[C@H](C)CC[C@@H]([C@H]3C)[C@@]46OO5)nn2)cc1	37	29	47	-70*	16	22	44	35

Next part:
SMILES	UACC-62	SK-MEL-2	M14	SK-MEL-5	SK-MEL-28	MDA-MB-435	A549/ATCC	UACC-257
COC(=O)[C@@H](C)C[C@H](Cc1ccccc1)NC(=O)c1nc([C@@H](C[C@H](C(C)C)N(C)C(=O)[C@@H](NC(=O)[C@H]2CCCCN2C)C(C)C)OC(C)=O)sc1C(C)C	29	20	-27*	-57*	49	-47*	2.6*	51
O=[N+]([O-])c1cc([N+](=O)[O-])c(Cl)cc1Cl	-79*	-43*	-97*	30	-41*	-66*	40	-69*
O=S(=O)(F)c1cccc(Cl)c1C[P+](c1ccccc1)(c1ccccc1)c1ccccc1	90	97	102	90	109	84	94	90
CC1=C(CCCOC(=O)CN)C2=C(C)C3(CC3)[C@@](C)(O)C(=O)C2=C1	91	102	74	92	115	101	69	86

Some of the compounds tested. The share of hits here may be higher or lower than overall.
